# Shiga inhibitor: blocks Shiga toxin action in Vero cells; inhibition, % at 38.7 µM; Vero cells, Shiga toxin protein synthesis inhibition reporter; AID 2315; 9.2% of 290,000 active; in the data active means inhibition mostly above about 28%, no sharp cut-off; inactive means mostly below about 43%; further: 0% is about no effect
# Giardia FBPA inh: blocks Giardia fructose-bisphosphate aldolase activity; 0.71% of 290,000 active; Potency, µM (series often up to 59.6 µM), without a hit: at the highest dose activity, negative = inhibition, actives largely listed as inhibitors; A8B2U2; purified Giardia FBPA; further: potency means the concentration at half of the fitted maximal effect; on the % scale 0 is the no-effect control and ±100 the full control effect; nearly all actives have a fitted effect of over 55% in size
# Target sequence (A8B2U2 whole entry, looked up): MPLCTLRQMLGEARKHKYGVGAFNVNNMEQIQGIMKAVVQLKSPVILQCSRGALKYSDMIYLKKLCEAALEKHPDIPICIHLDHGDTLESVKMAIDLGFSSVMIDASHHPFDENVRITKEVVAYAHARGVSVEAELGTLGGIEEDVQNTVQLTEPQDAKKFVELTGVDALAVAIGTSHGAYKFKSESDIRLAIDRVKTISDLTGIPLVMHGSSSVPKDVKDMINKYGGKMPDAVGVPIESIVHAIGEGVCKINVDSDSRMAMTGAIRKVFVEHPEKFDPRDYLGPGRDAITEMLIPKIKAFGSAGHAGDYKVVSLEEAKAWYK
#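 40 nM FBPA preincubated 10 min at RT with compound (up to 57.5 uM final), then substrate plus GAPDH/TPI/NAD/arsenate coupling and diaphorase/resazurin added. Fluorescence read after 20 min at RT, 525/598 nm.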
# Sm TGR inh: inhibitors of Schistosoma mansoni thioredoxin glutathione reductase | purified TGR, DTNB reduction, TNB absorbance 405 nm | 3% of 360,000 active | Potency, µM (doses to about 114 µM), inactives show top-dose activity change, negative = inhibition, usual class: inhibitors | AID 485364 | Q962Y6; further: potency means the concentration at half of the fitted maximal effect; on the % scale 0 is the no-effect control and ±100 the full control effect; nearly all actives have a fitted effect of over 60% in size
#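 TGR 20 nM + NADPH 100 uM (dispensed conc.), cpd preinc 15 min RT; start with NADPH (500 uM addition) then DTNB (15 mM addition). Kinetic TNB absorbance, 405 nm filter. Four-parameter Hill fit across titration.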
# CHX counter: counter-screen hit for Shiga toxin inhibitors, cycloheximide; 12% of 300,000 active; max response, %; cell reporter, cycloheximide protein synthesis inhibition counterscreen; in the data active means max response mostly above about 13%, no sharp cut-off; inactive means mostly below about 14%; further: read at 38.3 µM for the half of the compounds with a filed dose; 0% is about no effect
# Pf growth 96h: P. falciparum growth inhibition at 96 hour, primary screen for plastid delayed-death inhibitors; P. falciparum luciferase reporter growth, 96 h; Potency, µM (doses to about 28.7 µM), for inactives: at the highest dose activity change, negative = inhibition, most hits filed as inhibitors; 6.9% of 320,000 active; further: potency means the concentration at half of the fitted maximal effect; on the % scale 0 is the no-effect control and ±100 the full control effect
#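 Cell-based qHTS: luciferase-tagged P. falciparum in erythrocytes (2% hematocrit, 0.05% parasitemia final) incubated with compounds for 96 hours, 37 C, 5% CO2; luciferase detection reagent then added and luminescence measured.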
# Pf growth 48h: inhibits P. falciparum growth in the first generation, 48 h. Potency, µM (titrated, usually from 28.7 µM), for inactives: at the top dose activity change, negative = inhibition, actives largely listed as inhibitors. P. falciparum luciferase growth in erythrocytes, 48 h. AID 504832. 5.9% of 310,000 active; further: potency means the concentration at half of the fitted maximal effect; on the % scale 0 is the no-effect control and ±100 the full control effect
#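 Growth was read as firefly luciferase luminescence after a 48 h, 37 C, 5% CO2 exposure of compounds to reporter-bearing P. falciparum cultures (0.1% parasitemia, 2% hematocrit final) in Albumax-supplemented RPMI 1640.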
# * marks the source's active call; other numbers are inactive results; ? = inconclusive; . = no result given; [ ] = dose if it differs, or a comment. Unless noted, the call rests on the fitted dose curve; in most records, active means well fitted curve in the direction sought with a large enough effect; inconclusive means small, poorly fitted or top-dose-only effect, or another doubt; inactive means no such curve, though single readings can be large; an effect the other way counts as inactive or inconclusive.
No.	smiles	Sm TGR inh	Pf growth 96h	Shiga inhibitor	CHX counter	Pf growth 48h	Giardia FBPA inh
1	Cc1cc(-c2cc(-c3ccccc3)on2)nc(NCC2CC2)n1	7%	41%[activator]	1	-2	-28%	1%
2	Cc1cc(=O)[nH]c(SCC(=O)/C=C2\N(C)c3ccccc3C2(C)C)n1	8%	?	7	-1	-37%	-1%
3	COc1ccc(NS(=O)(=O)c2cccc3nsnc23)cc1OC	-18%	?	-21	-6	.	-5%
4	O=C(c1ccco1)N1CCN(C(=O)C2CCCO2)CC1 (stereo not drawn)	-6%	39%[activator]	13	4	-13%	5%
5	Cc1ccccc1-c1noc(C23CC4CC(CC(C4)C2)C3)n1	-17%	-13%	-5	-1	.	5%
6	COc1ccc(CCNC(=O)Cn2cnc3c(cnn3-c3ccccc3Cl)c2=O)cc1OC	4%	?	-9	14	-8%	1%
7	CN(C(=S)NC(=O)/C=C/c1ccc(F)cc1)C1CCCCC1	-9%	?	24	17	?	4%
8	CC1(C)CC(=O)C=C(c2cccc(CO)c2)C1	1%	-28%	.	.	7%	.
9	Cc1ccc(-c2nc(NCc3ccco3)c3ccccc3n2)cc1	1%	2%	36*	69*	6%	2%
10	O=C(Nc1nccs1)c1cc(N2CCOCC2)nc2ccccc12	-4%	67%[activator]	-7	1	50%[activator]	3%
11	Cc1c(NC(=O)c2ccc(NS(=O)(=O)c3ccccc3)cc2)c(=O)n(-c2ccccc2)n1C	0%	?	-3	-1	-18%	5%
12	Cc1cc(C(=O)N/N=C/c2ccc(C)s2)n[nH]1	-2%	?	86*	29	93%[activator]	-2%
13	Cc1ccc(OCC(=O)N2CCN(S(=O)(=O)c3ccc(Cl)cc3)CC2)c([N+](=O)[O-])n1	2%	?	-24	-3	0%	1%
14	CC(C)(C)c1ccc(OCCNC(=S)Nc2ccccc2)cc1	8%	1%	24	17	?	9%
15	O=C(NC(=S)Nc1cccc([N+](=O)[O-])c1)C1CCCCC1	-18%	-17%	2	-2	6%	.
16	COC(=O)c1ccc(SCC(=O)NCc2ccccc2)c([N+](=O)[O-])c1	-5%	2.6µM*	17	7	.	18%
17	CCOc1ccc(NC(=O)CN2C(=O)CSc3ccc(S(=O)(=O)N4CCCC4)cc32)cc1	6%	?	13	0	-9%	.
18	COC(=O)c1sc(-c2ccc(Cl)cc2)cc1N	1%	194%[activator]	80*	66*	203%[activator]	-4%
19	CC1CC(C)CN(C(=O)c2cc(-c3ccccn3)nc3ccccc23)C1 (stereo not drawn)	1%	?	-6	-2	.	15%
20	Cc1ccc(NC(=O)c2cc(NC(=O)C3CC=CCC3C(=O)O)ccc2N2CCOCC2)cc1 (stereo not drawn)	-20%	11%	-12	-3	-2%	3%

# Another view of some results above:
16	COC(=O)c1ccc(SCC(=O)NCc2ccccc2)c([N+](=O)[O-])c1
19	CC1CC(C)CN(C(=O)c2cc(-c3ccccn3)nc3ccccc23)C1 (stereo not drawn)
screen / no. | 16 | 19
Sm TGR inh | -5% | 1%
Pf growth 96h | 2.6µM* | ?
Shiga inhibitor | 17 | -6
CHX counter | 7 | -2
Pf growth 48h | . | .
Giardia FBPA inh | 18% | 15%

# Additional results:
No.	smiles	Sm TGR inh	Pf growth 96h	Shiga inhibitor	CHX counter	Pf growth 48h	Giardia FBPA inh
21	O=C(Nc1ccccc1)C1CCCCC1	8%	-16%	5	6	-14%	0%
22	c1ccc(-c2noc(-c3ccc4c(c3)OCO4)n2)nc1	-5%	.	-12	-1	-34%	0%
23	CCC(C(=O)OCC(=O)Nc1ccc(Cl)c(S(=O)(=O)N(C)C)c1)c1ccccc1 (stereo not drawn)	-13%	-11%	-17	1	-18%	-5%
24	Cc1cc(N)c2ccccc2n1	-2%	17%	-10	-2	-5%	1%
25	Cc1cc(N)n(-c2ccc([N+](=O)[O-])cc2)n1	7%	18%	-12	1	25%	3%
26	CNCCCNCc1ccc(SC)cc1	-1%	20%	0	-4	.	1%
27	Oc1ccccc1C1=Nc2ccccc2N=C(c2ccco2)C1	?	6%	24	13*	-4%	-29%
28	COc1ccc(/C=N/NC(=O)c2ccc(COc3cccc4cccnc34)cc2)cc1OC	7%	?	27	-1	0%	1%
29	Cn1c(SCC(=O)NC2CCCC2)nc2c(c1=O)SCC2	1%	14%	-15	-3	6%	.
30	CC(Cc1cccs1)NC(=O)c1cccs1 (stereo not drawn)	0%	144%[activator]	74*	33*	41%[activator]	-2%
31	CN(C)C(=O)CSc1nc2ccccc2c(=O)[nH]1	6%	?	-2	3	5%	-12%
32	COc1cc(-c2n[nH]c(=S)n2-c2ccc(C)cc2)cc(OC)c1OC	10%	22%	3	17*	-39%	-23%
33	CC1=C(C(=O)Nc2ccc(Cl)cc2C(=O)N2CCC(C(N)=O)CC2)SCCO1	2%	9%	-6	-5	1%	.
34	O=C(Nc1ccc(N2CCOCC2)nc1)c1ccc(Cl)cc1	-4%	15%	49*	16*	9%	-1%
35	CN(Cc1cccs1)C(=O)COc1ccc(-c2nnco2)cc1	0%	-21%	13	11	-11%	-2%
36	Cc1ccccc1CN1CCN(Cc2ccc3cccc(F)c3n2)CC1CCO (stereo not drawn)	?	?	-2	-2	5%	-5%
37	CN(Cc1cccs1)C(=O)CCCc1c[nH]c2ccccc12	-1%	77%[activator]	73*	46*	42%[activator]	0%
38	COCC1CCCN(C(=O)c2cc(COc3ccc4ncccc4c3)on2)C1 (stereo not drawn)	-1%	?	-3	5	-19%	.
39	CCCCCCCCS(=O)c1sc2nc(C)cc(C)c2c1N (stereo not drawn)	?	?	-10	6	.	-8%
40	CCCCCN(C(=O)CCC(=O)OCC(=O)N1CCCCC1C)c1c(N)n(CCCC)c(=O)[nH]c1=O (stereo not drawn)	8%	8%	-10	0	-3%	7%
41	Oc1ccc(NCc2ccccc2OCc2ccccc2)cc1	14µM*	?	4	7	?	?
42	CC(C)Sc1nc(N2CCCC2)c2c(c1C#N)CC(C)(C)OC2	1%	70%[activator]	-11	-1	?	8%
43	COc1cccc(OC)c1C(=O)N1CCNCC1	-25%	?	.	-4	-8%	8%
44	CCOc1ccc2nc(N3C(=O)CNC3=S)sc2c1	-2%	?	46*	35*	-21%	-24%
45	Cc1cc(C(=O)COC(=O)C23CC4CC(CC(O)(C4)C2)C3)c(C)n1-c1c(C)n(C)n(-c2ccccc2)c1=O	1%	0%	-11	-2	0%	4%
46	O=C(N/N=C\c1cc2c(cc1[N+](=O)[O-])OCO2)c1cccs1	0%	?	20	8	5%	.
47	CCCNC(=O)CN(c1ccc(F)cc1)S(=O)(=O)c1ccc2c(c1)OCCO2	-4%	?	-8	-3	.	6%
48	CCOc1cccc(=O)c2c(C)n(C)c(C)c12	?	?	-15	-1	?	?
49	Cc1cccc(-c2nnc(SCC(=O)NCc3ccc4c(c3)OCO4)n2C)c1	5%	2%	-31	-2	?	1%
50	CSc1ccc(C(=O)N2CCC(CCC(=O)NC3CC3)CC2)cc1	-5%	-2%	-5	-3	-16%	.
51	COc1cc(C(=O)N2CCCCCCC2)ccc1OC1CCN(C(C)=O)CC1	-13%	?	43*	30*	?	-4%
52	Cc1ccc2c(C)nc(N/C(N)=N/S(=O)(=O)c3ccc([N+](=O)[O-])cc3)nc2c1	1%	?	6	-3	?	-1%
53	CNC(=O)CSc1ncnc2c1cnn2-c1ccccc1	16%	45%[activator]	69*	35*	79%[activator]	3%
54	CCC(=O)Nc1c(OC(=O)CC)ccc2c(C)cc(=O)oc12	-22%	3.7µM*	10	-5	-9%	8%
55	NS(=O)(=O)c1ccc(NC(=O)COC(=O)CCc2ccccc2)cc1	12%	3%	-2	-3	4%	1%
56	COc1ccc2[nH]c(=O)c(CN(Cc3cccs3)C(=S)Nc3ccccc3)cc2c1	2%	4.7µM*	13	-1	?	0%
57	Cc1ccc2c(c1)c1nnc(SCC(=O)N3CCN(c4ccc(F)cc4)CC3)nc1n2CC(=O)O	-8%	5%	-17	-1	9%	0%
58	COC(=O)c1ccc(CSc2nnc3nc(C)cc(C)n23)cc1	-16%	?	-3	-2	?	-10%
59	COc1ccccc1N1CCN(C2CCCN(C(=O)CC(F)(F)F)C2)CC1 (stereo not drawn)	-13%	-7%	-5	0	-4%	-1%
60	COc1cc(N2C(=O)c3ccccc3C2=O)c(Cl)cc1C(=O)OCC(=O)NCc1ccco1	?	.	-2	-4	15%	-1%
61	Cc1nc2ccccc2c(=O)n1NC(=O)c1ccc(F)cc1Cl	-5%	9.3µM*	2	-2	7%	-1%
62	O=C(CN1CCN(C(=O)c2cccc(S(=O)(=O)N3CCCC3)c2)CC1)Nc1ccc(F)cc1	-13%	?	.	.	?	.
63	O=C(NC1CCCCC1)N1CCCC(c2nc3ccccc3[nH]2)C1 (stereo not drawn)	-30%	1.5µM*	2	-1	-15%	1%
64	CN(C)CC(c1ccccc1)c1ccccc1	0%	20%	-14	-2	8%	-9%
65	CCN(CC(=O)N1CCc2ccccc2C1)S(=O)(=O)c1ccc2ccccc2c1	-3%	-15%	-17	1	.	-2%
66	CSc1cccc(NC(=O)NCc2cccc(CNC(=O)Nc3cccc(SC)c3)c2)c1	11%	-5%	-4	-4	1%	3%
67	Cc1ccc(S(=O)(=O)Oc2ccc(/C=C(/NC(=O)c3ccccc3)C(=O)NCC(=O)O)cc2)cc1	3%	?	-10	-2	-2%	10%
68	CC(=O)Nc1ccc(S(=O)(=O)N(C)CC(=O)Nc2cccc(S(=O)(=O)N3CCCC3)c2)cc1	3%	?	.	.	?	.
69	O=C(NCCc1ccncc1)C(F)(F)F	-1%	.	-8	-2	1%	3%
70	CCc1ccc(OCC(=O)N2CCc3ccccc32)cc1	8%	41%[activator]	96*	35*	37%[activator]	-2%

# Values by screen from the list:
# Nos. 61 to 68 in Pf growth 96h: 9.3µM*, ?, 1.5µM*, 20%, -15%, -5%, ?, ?

# (more compounds)
No.	smiles	Sm TGR inh	Pf growth 96h	Shiga inhibitor	CHX counter	Pf growth 48h	Giardia FBPA inh
71	O=C(Cc1c[nH]c2ccccc12)NCc1ccccc1F	1%	37%[activator]	15	15	62%[activator]	0%
72	CN1CC(c2ccccn2)C2(SC(=S)N(Cc3ccccc3)C2=O)C12C(=O)Nc1ccccc12 (stereo not drawn)	14%	?	71*	1	?	-21%
73	Cc1cc(C)c(S(=O)(=O)N2CCN(c3ccc([N+](=O)[O-])c(-n4nc(C)cc4C)c3)CC2)c(C)c1	1%	1.3µM*	-7	8	4.1µM*	0%
74	COc1ccc(-n2c(SCC(=O)NCc3cccs3)nc3[nH]ncc3c2=O)cc1	-3%	0%	18	-5	?	-1%
75	CC(C)C[C@H](NC(=O)CNC(=O)[C@@H]1CCCN1C(=O)[C@H](CCCNC(=N)N)NC(=O)[C@H](CC(=O)O)NC(=O)[C@@H](NC(=O)[C@H](CC(N)=O)NC(=O)[C@@H](NC(=O)[C@H](CC(=O)O)NC(=O)CNC(=O)[C@@H](NC(=O)[C@@H](NC(=O)[C@H](C)NC(=O)[C@@H](N)CCC(N)=O)[C@@H](C)O)C(C)C)C(C)C)[C@@H](C)O)C(=O)N[C@@H](CC(C)C)C(=O)N[C@@H](CC(=O)O)C(=O)N[C@@H](CC(C)C)C(=O)N[C@@H](CCCCN)C(=O)O	.	.	8	-3	.	0%
76	CN(Cc1ccc(OC(F)F)cc1)Cc1nc2c(Br)cc(Br)cc2c(=O)[nH]1	-2%	-9%	-5	-4	12%	-7%
77	CCCOc1ccc(C(=O)NCC2OCCc3ccccc32)cc1OC (stereo not drawn)	0%	-23%	20	5	-6%	8%
78	CCCCCN(C(=O)CN1CCC(Cc2ccccc2)CC1)c1c(N)n(CCCC)c(=O)[nH]c1=O	-1%	0%	29	-2	?	4%
79	CCOc1ccc(S(=O)(=O)Nc2ccc(C(=O)NCC3(N4CCCCC4)CCCCC3)cc2)cc1	3%	1.2µM*	.	.	3.3µM*	.

# High-throughput results from PubChem.
